# Myeloid diff 2 – induction of myeloid progenitor differentiation, primary screen, cell-based, flow cytometry, MLPCN library; ER-HoxA9 myeloid progenitors, lysozyme-GFP differentiation; calls only at 10 µM; actives 1% (n = 360,000); AID 624256, 2012;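 active means normalized GFP-positive differentiation at or above the plate's own cutoff, the solvent-only control mean plus 3 SD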;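 further: cells exposed to compound for four days before flow analysis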
# LYP inhibition – inhibitors of LYP phosphatase, biochemical, fluorescence intensity, uHTS (AID 1779); Tyrosine-protein phosphatase non-receptor type 22 (Homo sapiens); recombinant LYP phosphatase, fluorescence intensity; higher % means a stronger effect; inhibition, % at 11.5 µM; hits with a dose series show IC50 in µM; actives 0.054% (n = 290,000);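 further: plate controls were vehicle with enzyme for no effect and no enzyme for full effect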
# HIV fusion peptide – inhibitors of HIV fusion peptide binding, primary screen, biochemical, uHTS, fluorescence dequenching (AID 1986) | cell-free peptide binding, fluorescence dequenching, 30 min; higher % means a stronger effect | inhibition, % at 20 µM, or IC50 in µM where a hit was titrated | actives 0.3% (n = 290,000); in the data active means inhibition mostly above about 52%, no sharp cut-off; inactive means mostly below about 76%; further: some results filed as inactive read as strong as hits
# KOR beta-arrestin-1 – KOR antagonists, beta-arrestin recruitment, cell-based, luminescence, uHTS (AID 1778); inhibition, % at 10 µM; hits with a dose series show IC50 in µM; actives 0.091% (n = 290,000); KOR beta-arrestin recruitment, luminescence, antagonist mode; higher % means a stronger effect; further: strong numbers were not always called active
# SIAH1 antagonists – Siah-1 peptide-binding antagonists, primary screen, biochemical, fluorescence polarization, rhodamine-plectin, uHTS (AID 1817) | Siah-1 / rhodamine-plectin peptide fluorescence polarization; higher % means a stronger effect | displacement, % at 20 µM; hits with a dose series show IC50 in µM | actives 0.02% (n = 290,000);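 active means displacement of at least 50% at 20 µM, with a fluorescence ratio check between 0.3 and a set limit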;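 further: plate controls were Siah plus tracer with DMSO for no effect and tracer alone without Siah for full effect; strong numbers were not always called active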
# KOR beta-arrestin-2 – KOR agonists, beta-arrestin recruitment, primary screen, cell-based, luminescence, uHTS (AID 1777) | Kappa-type opioid receptor (Homo sapiens) | KOR beta-arrestin recruitment, luminescence; higher % means a stronger effect | activation, % at 10 µM; hits with a dose series show EC50 in µM | actives 0.02% (n = 280,000); in the data active means activation above about 50%, passing the limit was not always enough; further: a part of the inactive calls stands beside numbers as strong as those of hits
# NOD1 NF-kB reporter – NOD1 signaling inhibitors, primary screen, cell-based, luminescence, uHTS (AID 1578). NOD1-driven NF-kB luciferase reporter cells, luminescence; higher % means a stronger effect. one-dose inhibition, % at 4 µM; EC50 in µM for titrated hits. actives 1% (n = 290,000); in the data active means inhibition mostly above about 36%, no sharp cut-off; inactive means mostly below about 34%;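 further: HEK-293T reporter cells stimulated with the NOD1 agonist gamma-tri-DAP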
# Salmonella PhoP GFP – inhibitors of PhoP regulon expression, primary screen, Salmonella Typhimurium, GFP reporter (AID 1863). S. Typhimurium PhoP-regulated promoter GFP reporter, 4 h; higher % means a stronger effect. one-dose inhibition, % at 50 µM; IC50 in µM for titrated hits. actives 0.16% (n = 300,000);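 active means inhibition over 29.93%, a cutoff 3 SD above the screen mean, later confirmed by dose response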;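 further: 0% = low Mg2+ inducing control and 100% = high Mg2+ repressing control; strong numbers were not always called active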
# HEK293 NOD2/NF-kB – NOD2 signaling inhibitors, cell-based, luminescence, uHTS, HEK293 (AID 1566); inhibition, % at 4 µM; hits with a dose series show EC50 in µM; actives 0.63% (n = 290,000); HEK293 NOD2/NF-kB luciferase reporter, luminescence; higher % means a stronger effect; further: many of its hits are not listed in these tables
# Myeloid diff 2 GFP+ MAC1+ % – further read-out of Myeloid diff 2, marked with its call; GFP+ MAC1+ double positive, %; measured here: differentiation confirmed by MAC1 staining
# * marks the source's active call; other numbers are inactive results; i = inactive; . = not tested or not shown; [ ] = remark or other dose. Unless noted, no stated cut-off is given here; in the data, active means inhibition above about 50%; inactive means the rest.
SMILES,Myeloid diff 2,Myeloid diff 2 GFP+ MAC1+ %,LYP inhibition,HIV fusion peptide,KOR beta-arrestin-1,SIAH1 antagonists,KOR beta-arrestin-2,NOD1 NF-kB reporter,Salmonella PhoP GFP,HEK293 NOD2/NF-kB
COc1cccc(CC(=S)N2CCOCC2)c1,i,0.8,-2%,-3.1%,-4%,-2%,19%,15%,2%,-11%
CCOC(=O)c1ccc(N2C(=O)CC(N3CC(C)OC(C)C3)C2=O)cc1 (stereo not given),i,1.7,-6%,-0.8%,5%,-5%,0.2%,-18%,-15%,7%
Cc1nn2c3c(cnc2c1-c1ccc(Cl)cc1)C(=O)CC(c1ccco1)C3 (stereo not given),i,1.3,5%,56%,-4%,8%,-1.4%,-42%,.,18%
COc1ccc(NS(=O)(=O)c2ccc(O)c(C(=O)OCC(=O)NC3CCCCC3)c2)cc1,i,0.8,-3%,1.2%,16%,5%,0.1%,-10%,-2%,16%
COc1ccccc1N(C(=O)CNC(=O)c1ccco1)C(C(=O)NC1CCCCC1)c1ccncc1 (stereo not given),i,2.7,-6%,-0.5%,-3%,0%,-3.6%,-27%,6%,7%
Nc1c(C(=O)N2CCOCC2)oc2ccccc12,i,3.1,-5%,-1.0%,8%,2%,-2.8%,-24%,-1%,10%
O=C(CC1C(=O)NCCN1C(=O)Nc1ccc(Cl)cc1)Nc1ccc(F)cc1 (stereo not given),i,0.4,-4%,-1.0%,-14%,17%,-4.9%,-17%,-2%,8%
Cc1csc2nc(CNS(=O)(=O)c3ccc4c(c3)OCCO4)cn12,i,2.0,0%,2.7%,8%,4%,-2.8%,-17%,-5%,-1%
O=C(CCCN1C(=O)CSc2ncccc21)N1CCN(c2cccc(C(F)(F)F)c2)CC1,i,0.5,2%,-1.4%,7%,4%,-5.7%,-10%,-3%,1%
O=C(CCNS(=O)(=O)c1cccc2nsnc12)NCc1ccco1,i,0.1,-4%,-0.5%,-10%,6%,0.7%,-4%,-3%,10%
Cc1ccccc1OCCNc1cc(N2CCN(CCO)CC2)ccc1[N+](=O)[O-],i,1.4,2%,-3.1%,22%,2%,-1.0%,-19%,-5%,5%
CC(=O)NCCc1cnc[nH]1,i,3.3,-13%,1.5%,-2%[20 µM],-6%,-2.4%,-29%,4%,5%
O=C(CCC(=O)N1CCOc2ccc(Cl)cc21)NCCCN1CCN(c2ccccc2F)CC1,i,10,-2%,-1.2%,-14%[20 µM],20%,-4.5%,-14%,.,7%
COc1cc(NC(=O)C2CCCCC2)c(OC)cc1NC(=O)CN1CCCCC1,i,0.2,1%,30%,17%,-1%,-2.6%,-24%,0%,4%
COC(=O)CCCCNC(=O)Nc1ccccc1,i,0.3,-11%,0.9%,-1%,-4%,-10%,-9%,7%,14%
Cc1cccc(NC(=O)CO/N=C/c2ccc3c(c2)OCO3)c1,i,0.4,-4%,-1.6%,-2%,3%,-4.7%,-30%,-4%,9%
CN(C(=O)CSc1nnc(N)s1)c1c(N)n(Cc2ccccc2)c(=O)[nH]c1=O,i,0.4,-15%,-1.9%,-10%,-7%,-1.6%,-4%,-5%,20%
C/C(=N/NS(=O)(=O)c1ccccc1)c1ccc(NC(=O)C(F)(F)F)cc1,i,0.3,-3%,3.7%,13%,2%,0.6%,4%,-11%,10%
O=C(CSc1nccn1Cc1ccccc1)NCc1ccccc1,i,1.4,-3%,-1.7%,-22%,-5%,-4.4%,10%,-4%,2%
Cc1ccc(SCC(=O)Nc2ccc3c(c2)C(=O)N(C)C3=O)cc1,i,0.3,-10%,-1.1%,-45%,-1%,6.8%,-13%,0%,-4%
Cc1ccc(/C=c2/sc3n(c2=O)CCCN=3)o1,i,0.6,-5%,31%,2%,3%,0.9%,-42%,0%,-24%
CC1CC(C)CN(C(=O)c2cc3c(s2)CCC3)C1 (stereo not given),i,1.0,-1%,-0.8%,8%,-4%,-1.6%,-36%,-6%,6%
COC(=O)CC1C(=O)NCCN1C(=O)c1ccc([N+](=O)[O-])cc1 (stereo not given),i,1.0,0%,-1.2%,17%,0%,-0.1%,1%,1%,-7%
COc1ccc(-c2c(C)sc(NC(=O)c3ccnn3C)c2C#N)cc1,i,0.9,-5%,7.5%,-13%,22%,2.7%,38%,4%,35%
CN(CC(=O)Nc1ccc(Cl)c(Cl)c1)C(=O)C12CC3CC(CC(C3)C1)C2,i,0.0,11%,4.9%,-20%,3%,15%,-17%,10%,-17%

# Single records, as listed above. Screens in order: Myeloid diff 2	Myeloid diff 2 GFP+ MAC1+ %	LYP inhibition	HIV fusion peptide	KOR beta-arrestin-1	SIAH1 antagonists	KOR beta-arrestin-2	NOD1 NF-kB reporter	Salmonella PhoP GFP	HEK293 NOD2/NF-kB
# C/C(=N/NS(=O)(=O)c1ccccc1)c1ccc(NC(=O)C(F)(F)F)cc1 is entered as i	0.3	-3%	3.7%	13%	2%	0.6%	4%	-11%	10%
# COc1cc(NC(=O)C2CCCCC2)c(OC)cc1NC(=O)CN1CCCCC1 is entered as i	0.2	1%	30%	17%	-1%	-2.6%	-24%	0%	4%
# O=C(CSc1nccn1Cc1ccccc1)NCc1ccccc1 is entered as i	1.4	-3%	-1.7%	-22%	-5%	-4.4%	10%	-4%	2%
# COc1ccc(NS(=O)(=O)c2ccc(O)c(C(=O)OCC(=O)NC3CCCCC3)c2)cc1 is entered as i	0.8	-3%	1.2%	16%	5%	0.1%	-10%	-2%	16%

# (continued)
SMILES,Myeloid diff 2,Myeloid diff 2 GFP+ MAC1+ %,LYP inhibition,HIV fusion peptide,KOR beta-arrestin-1,SIAH1 antagonists,KOR beta-arrestin-2,NOD1 NF-kB reporter,Salmonella PhoP GFP,HEK293 NOD2/NF-kB
Cc1cc(C)nc(/N=C(\N)Nc2cccc([N+](=O)[O-])c2)n1,i,0.7,-6%,-1.6%,38%,17%,-1.6%,-16%,9%,-5%
CC1=C(C(=O)Nc2ccc(CC(=O)NCc3ccccc3C)cc2)SCCO1,i,0.0,-5%,-0.9%,2%,3%,1.1%,-30%,-5%,-19%
COC(=O)c1cc(OC)c(OC)cc1NC(=O)Nc1ccccc1OC,i,0.5,-4%,1.7%,-34%,1%,.,-27%,3%,2%
O=C(CNC(=O)c1cccs1)NCC(=O)OCc1c(Cl)cccc1Cl,i,14,0%,-1.5%,-8%,0%,4.2%,45%,-12%,4%
CC(OC(=O)C1=COCCO1)C(=O)Nc1cccc(S(=O)(=O)N2CCOCC2)c1 (stereo not given),i,1.7,-5%,0.4%,1%,4%,-1.8%,2%,-7%,15%
O=C(NCc1ccco1)/C(=C/c1cccnc1)NC(=O)c1cccc(Br)c1,i,1.1,-2%,-4.4%,-41%,8%,2.4%,.,-6%,21%
O=C(c1cc(Br)c[nH]1)N1CCSCC1,i,0.9,-1%,-0.7%,-8%,-1%,2.4%,-11%,2%,-16%
Cc1ccc(C(=O)NC(=S)Nc2ccc3[nH]c(=O)[nH]c3c2)cc1C,i,0.5,-2%,0.1%,-23%,-12%,-2.1%,-41%,18%,2%
CCCCn1c(=N)n(CC(=O)C(C)(C)C)c2ccccc21,i,0.8,-3%,-0.8%,7%,1%,-8.8%,-15%,29%,-12%
CCOC(=O)c1sc(NC(=O)c2ccco2)nc1-c1ccccc1,i,2.3,2%,1.3%,10%,0%,-0.6%,-20%,4%,-21%
COc1ccc(Cl)cc1C(=O)NC1=NCCS1,i,0.6,-8%,-0.4%,-92%[20 µM],-5%,4.3%,-34%,6%,4%
Cc1cc2c(s1)CCCCC(=O)N2,i,0.6,-9%,-1.8%,6%,-3%,-1.9%,9%,11%,4%
CN(C(=O)COC(=O)c1ccc([N+](=O)[O-])cc1N)c1ccccc1,i,0.4,-8%,39%,14%,7%,-9.3%,-18%,3%,26%
Cc1ccc(C(=O)CCC(=O)N2CCN(c3ccc(F)cc3)CC2)cc1,i,1.8,-11%,-2.1%,0%[20 µM],-4%,-6.4%,-9%,.,21%
O=C(CCc1ccccc1)c1ccc2c(c1)OCCCO2,i,0.8,-5%,-0.5%,-34%,-2%,18%,-67%,18%,-89%
CN1CCN(c2ccc(C(=O)NC3CCCCC3)cc2[N+](=O)[O-])CC1,i,0.8,1%,-1.0%,7%,4%,-2.1%,-12%,-5%,0%
CCCn1c2c(c(O)c(C(=O)Nc3nc(C)cs3)c1=O)CCCC2,.,.,6%,0.0%,3%,0%,20%,-11%,-8%,7%
CC(C)(C)NC(=O)CN(C(=O)c1snc(C(=O)NC2CCCCC2)c1N)c1ccccc1F,i,1.0,4%,0.2%,-2%,-1%,2.6%,14%,3%,14%
c1ccc(-c2noc(-c3ccccc3-c3ccccc3)n2)cc1,i,0.0,-9%,-0.3%,-22%,3%,0.1%,10%,-15%,-3%
CCn1c(CNC(=O)c2cccs2)nnc1SCC(=O)Nc1ccc(Cl)cc1,i,1.6,-1%,2.3%,-3%,-2%,-0.2%,-11%,7%,7%
Cc1ccc(C(=O)NS(=O)(=O)c2ccccc2)cc1,i,0.0,-3%,-1.2%,-21%[20 µM],-2%,.,-47%,-31%,10%
Cn1c(C(=O)NCCCN2CCc3ccccc3C2)cc2c(=O)n(C)c3ccccc3c21,i,2.8,-8%,-4.5%,0%,4%,5.6%,-39%,12%,-3%
COCCNC(=O)c1cc2cc3ccc(OC)cc3nc2o1,i,0.4,-47%,1.0%,-5%,5%,-0.3%,5%,7%,12%
Cc1cc(C)cc(C(=O)NC(CC(N)=O)c2ccc(NC3CCCC3)c([N+](=O)[O-])c2)c1 (stereo not given),i,1.0,-9%,2.3%,-12%[20 µM],3%,-0.4%,-9%,9%,8%
O=C(O)C1CC=CCC1C(=O)NCCc1csc(-c2ccccc2)n1 (stereo not given),i,1.9,-4%,0.8%,-33%,11%,0.2%,-36%,-4%,6%

# 2 records drawn at random from those above:
SMILES,Myeloid diff 2,Myeloid diff 2 GFP+ MAC1+ %,LYP inhibition,HIV fusion peptide,KOR beta-arrestin-1,SIAH1 antagonists,KOR beta-arrestin-2,NOD1 NF-kB reporter,Salmonella PhoP GFP,HEK293 NOD2/NF-kB
CN(C(=O)COC(=O)c1ccc([N+](=O)[O-])cc1N)c1ccccc1,i,0.4,-8%,39%,14%,7%,-9.3%,-18%,3%,26%
CCCCn1c(=N)n(CC(=O)C(C)(C)C)c2ccccc21,i,0.8,-3%,-0.8%,7%,1%,-8.8%,-15%,29%,-12%

# This is a subset (hit frequency here may not be typical).
